# Assay outcomes as filed in PubChem BioAssay.
# D1 PAM: Potentiators of Human D1 Dopamine Receptor: qHTS | potentiation, % at 10 µM | HEK293 TREx D1 cells, calcium flux, dopamine EC20 potentiation | 360,000 compounds, 0.036% hits; in the data active means potentiation above about 30%; further: 0% is about no effect
# D1 antag: Antagonist of Human D 1 Dopamine Receptor: qHTS | D(1A) dopamine receptor (Homo sapiens), P21728 | HEK293 TREx D1 cells, calcium flux, dopamine EC80; active compounds read low | activity change, negative = inhibition, % at 10 µM | 360,000 compounds, 3.2% hits | AID 504652, 2011; in the data active means activity change below about -30%; further: on the % scale 0 is the no-effect control and ±100 the full control effect
#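 Tetracycline-induced HEK293 T-REx cells with force-coupled D1 receptor were loaded with a no-wash calcium dye. Compound was added after a 10 s baseline and read kinetically for 180 s; EC80 dopamine was then added and calcium flux followed another 180 s.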
# D2 PAM: HTS Assay for Positive Allosteric Modulators of the Human D2 Dopamine Receptor: Primary Screen for Potentiators. D(2) dopamine receptor (Homo sapiens), P14416. HEK293 T-REx D2, calcium flux, EC20 dopamine potentiation. potentiation, % at 10 µM. 340,000 compounds, 0.34% hits;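 active means potentiation over 3 SD above the plate norm, cut at about 30% in these data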; further: 0% is about no effect
# Target sequence (P14416 whole entry, looked up): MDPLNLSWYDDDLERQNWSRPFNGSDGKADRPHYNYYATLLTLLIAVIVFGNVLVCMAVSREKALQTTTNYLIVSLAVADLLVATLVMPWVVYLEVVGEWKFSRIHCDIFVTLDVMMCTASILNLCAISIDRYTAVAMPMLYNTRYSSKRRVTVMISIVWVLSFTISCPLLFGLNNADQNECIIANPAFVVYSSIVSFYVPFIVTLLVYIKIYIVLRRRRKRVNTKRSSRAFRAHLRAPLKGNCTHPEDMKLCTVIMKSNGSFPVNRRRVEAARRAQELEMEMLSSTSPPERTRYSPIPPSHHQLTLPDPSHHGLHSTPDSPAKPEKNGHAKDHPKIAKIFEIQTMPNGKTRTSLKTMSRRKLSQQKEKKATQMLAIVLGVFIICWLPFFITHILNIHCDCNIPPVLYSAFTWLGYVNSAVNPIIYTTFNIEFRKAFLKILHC
#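 Tetracycline-induced Hek293 Trex D2 cells, force-coupled to calcium, loaded with no-wash calcium dye. Compound added with 180 s kinetic read for agonism, then EC20 dopamine and a further 180 s read for potentiation.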
# Glioma ERSR ind: qHTS for Inducers of the Endoplasmic Reticulum Stress Response (ERSR) in Human Glioma: qHTS | Potency, µM, without a hit: at the highest dose activation, hits mostly activators | U87-MG GRP78 promoter luciferase reporter, 16 h | AID 602332, 2012 | 420,000 compounds, 0.02% hits; further: potency means the concentration at half of the fitted maximal effect; series mostly up to about 76 µM; % of control where 0% means no effect; nearly all actives have a fitted effect of over 35% in size
#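 Stably transfected U87-MG human glioma cells carrying a GRP78-based luminescent sensor were seeded at 1000 cells/well, pin-dosed with compounds and incubated 16 h. Luciferase reagent was then added, and end-point luminescence was read after 10 min at room temperature.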
# Vif-APOBEC3G blk: qHTS for Inhibitors of Vif-A3G Interactions: qHTS. DNA dC->dU-editing enzyme APOBEC-3G (Homo sapiens), Q9HC16. HeLa A3G-eYFP + Vif (tagged APOBEC3G with the HIV-1 protein that degrades it), YFP fluorescence, overnight. Potency, µM (titrated, usually from 46.1 µM), for the others: top-dose activity, negative = active, hits mostly inhibitors. 410,000 compounds, 0.076% hits. AID 602310, 2012;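 further: potency means the concentration at half of the fitted maximal effect; on the % scale 0 is the no-effect control and ±100 the full control effect; nearly all actives have a fitted effect of over 60% in size; hits raise eYFP signal because A3G escapes Vif-driven loss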
# Target sequence (Q9HC16 whole entry, looked up): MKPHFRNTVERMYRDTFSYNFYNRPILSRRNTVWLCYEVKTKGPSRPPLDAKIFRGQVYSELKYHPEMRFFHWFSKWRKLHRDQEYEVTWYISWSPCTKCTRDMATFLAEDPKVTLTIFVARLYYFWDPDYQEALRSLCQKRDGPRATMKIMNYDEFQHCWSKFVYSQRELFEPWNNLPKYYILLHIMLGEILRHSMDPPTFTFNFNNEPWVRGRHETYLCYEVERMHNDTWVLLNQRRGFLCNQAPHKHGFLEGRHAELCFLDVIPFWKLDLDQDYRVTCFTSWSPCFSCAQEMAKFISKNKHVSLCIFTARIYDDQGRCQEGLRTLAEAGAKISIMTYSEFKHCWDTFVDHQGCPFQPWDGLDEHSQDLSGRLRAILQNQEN
#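 HeLa cells stably expressing Vif and C-terminally eYFP-tagged A3G, seeded overnight at 37 deg C, then exposed to compound by pintool overnight at 37 deg C. Rise in yellow fluorescence (Ex 488/Em 500-530, Acumen) marks blocked Vif-driven A3G degradation.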
# RXFP1 ag: qHTS Assay for Agonists of the Relaxin Receptor RXFP1. HEK293T-RXFP1 cAMP TR-FRET, 30 min; response scale: percent of porcine relaxin response, buffer zero. Potency, µM (titrated, usually from 57.5 µM), inactives show at the top dose activation, actives largely listed as activators. 370,000 compounds, 0.3% hits. AID 2676, 2010; further: potency means the concentration at half of the fitted maximal effect; on the % scale 0 is the no-effect control and ±100 the full control effect; nearly all actives have a fitted effect of over 60% in size; many of its hits are not listed in these tables
#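 Agonist response is measured as cAMP accumulation in an RXFP1-transfected HEK293T line under PDE4 inhibition. Values are scaled between buffer-only and 29 nM porcine relaxin, and EC50s come from standard Hill equation fits.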
# Vif-A3F inh: qHTS for Inhibitors of Vif-A3F Interactions: qHTS; HeLa A3F-eYFP + Vif (tagged APOBEC3F with the HIV-1 protein that degrades it), YFP fluorescence increase; Potency, µM (titrated, usually from 46.1 µM), for the others: top-dose activity, negative = active; 390,000 compounds, 0.2% hits; further: potency means the concentration at half of the fitted maximal effect; % of control where 0% means no effect; nearly all actives have a fitted effect of over 65% in size
#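 HeLa cells stably expressing Vif plus C-terminally eYFP-tagged A3F were seeded, incubated overnight at 37 deg C, dosed with compound, incubated overnight again at 37 deg C. Yellow fluorescence (Ex 488/Em 500-530) reported blocked Vif-mediated A3F-eYFP degradation.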
# D1 ag: Allosteric Agonists of the Human D1 Dopamine Receptor: qHTS; D(1A) dopamine receptor (Homo sapiens), P21728; HEK293 T-REx D1 cells, calcium flux, agonist mode; activation, % at 2 µM; 360,000 compounds, 1% hits; AID 504660, 2011; in the data active means activation above about 30%; further: 0% is about no effect
#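 Agonism was scored from calcium flux recorded over 180 s (1 read/s) after pintool compound addition, following a 10-cycle baseline. Cells were inducible force-coupled HEK293 TREx D1, plated overnight at 30 C and loaded with no-wash calcium dye.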
# RXFP1 antag: qHTS Assay for Antagonists of the Relaxin Receptor RXFP1; Relaxin receptor 1 (Homo sapiens), Q9HBX9; AID 1259400, 2018; HEK293-RXFP1, relaxin-stimulated cAMP HTRF, 30 min; active compounds read low; 350,000 compounds, 0.59% hits; activity change, negative = inhibition, % at 57.5 µM;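 active means activity change of -60% or lower, but not beyond a set lower limit; inconclusive means change between -60% and -40%, or beyond the set limit; inactive means change above -40%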; further: on the % scale 0 is the no-effect control and ±100 the full control effect
# * hit, by the source's call; ? = inconclusive; nt = no result given. Unless noted, the call rests on the fitted dose curve; in most records, active means well fitted curve in the direction sought with a large enough effect; inconclusive means small, poorly fitted or top-dose-only effect, or another doubt; inactive means no such curve, though single readings can be large; an effect the other way counts as inactive or inconclusive.
SMILES,D1 PAM,D1 antag,D2 PAM,Glioma ERSR ind,Vif-APOBEC3G blk,RXFP1 ag,Vif-A3F inh,D1 ag,RXFP1 antag
COc1ccc(C(=O)Nc2ccc(F)cc2F)cc1OC,-6,2,9,8%,-3%,0.9%,2%,0,-8
CC1CCN(C(=O)CN2C(=O)c3ccccc3S2(=O)=O)CC1,5,-6,-1,-11%,-3%,0.0%,-3%,3,-2
CCCCN(C(=O)c1ccc2c(c1)OCO2)C1CCS(=O)(=O)C1 (configuration not stated),2,9,2,-8%,-1%,-0.4%,4%,3,10
COc1ccc2ccccc2c1C1NC(=O)c2ccccc2N1 (configuration not stated),nt,nt,nt,-5%,?,nt,10%,nt,-4
CSc1nncn1/N=C/c1ccc([N+](=O)[O-])cc1,-1,2,6,-1%,1%,?,-33%,3,3
CCCC(C)C(=O)Nc1cc([N+](=O)[O-])ccc1F (configuration not stated),-1,-19,4,-2%,2%,0.0%,6%,2,4
COc1ccccc1C1NC(=O)NC(C)=C1C(=O)OC1CCCCC1 (configuration not stated),4,-1,-4,-1%,2%,-0.7%,3%,1,nt
O=C(COc1ccccc1F)c1ccc(O)cc1O,2,-6,-9,8%,-6%,2.0%,6%,0,0
CCc1ccc(NC(=O)C2CCC(CNS(=O)(=O)c3ccc4c(c3)CC(C)N4C(C)=O)CC2)cc1 (configuration not stated),0,-27,15,-1%,7%,0.8%,0%,6,8
COC(=O)c1cc(NC(=O)c2ccc3c(c2)N(Cc2cccc(Cl)c2)C(=O)c2ccccc2S3=O)cc(C(=O)OC)c1 (configuration not stated),-5,3,6,-4%,1%,-0.5%,2%,3,-3
COc1cc2nc(SCC(=O)Nc3cccc(C)c3)n3nc(CCn4c(C)nc5ccccc54)nc3c2cc1OC,5,8,10,nt,nt,18µM*,nt,-1,-4
COc1cc(NC(=O)c2ccccc2)c(OC)cc1NC(=O)Cc1ccc(Br)cc1,-9,16,-9,-7%,3%,0.2%,10%,3,-13
COc1ccc(CCNC(=O)C2=CCN(S(=O)(=O)c3ccc(F)cc3)CC2)cc1OC,1,-1,-4,-1%,-1%,-1.5%,0%,0,22
Cc1ccc(-c2nn3c(-c4ccc(C)cc4)nnc3c3ccccc23)cc1,-6,9,2,0%,4%,?,4%,-1,1
COc1ccc(OC)c2c1cc(C(=O)N[C@@H](Cc1ccccc1)C(=O)O)n2C,-4,4,-3,-3%,-5%,4.2%,7%,-1,7
O=C1NCCCC1C(=O)N/N=C/c1cccc(Cl)c1 (configuration not stated),-1,7,14,2%,-8%,-0.6%,10%,4,-5
COc1ccc2nc(SCC(=O)c3ccco3)[nH]c2c1,-2,-26,12,1%,0%,-2.6%,1%,0,17
COc1ccc(OCc2cc(C(=O)N3CCCC(CO)C3)no2)c2ccccc12 (configuration not stated),-4,-20,-4,-1%,-10%,0.2%,7%,6,0
Cc1ccccc1C(=O)NNC(=O)c1ccc2nc[nH]c2c1,-13,-7,-7,-4%,1%,2.0%,5%,2,7
c1ccc(-c2nn3nnnc3c3ccccc23)cc1,-12,-7,-2,0%,1%,0.8%,0%,0,-5
CCC(CC)NC(=O)COn1nnc2ccc(S(=O)(=O)N3CCOCC3)cc21,2,-10,1,-1%,0%,-0.8%,10%,-1,0
COc1cc(C(=O)NCC(c2ccco2)N2CCc3ccccc32)cc(OC)c1OC (configuration not stated),-2,-16,5,2%,-4%,0.2%,7%,0,-1
CC1CN(Cc2nc3c(c(=O)n(C)c(=O)n3C)n2CCCO)CC(C)O1 (configuration not stated),9,4,3,-4%,0%,6.5%,0%,9,11
COc1ccccc1OCc1ccc(C(=O)Nc2ccccc2)cc1,7,2,8,-1%,-2%,4.7%,-4%,3,-10
COCC(C)NCc1cc(Br)ccc1OC (configuration not stated),4,1,-3,0%,0%,-1.0%,6%,3,-22

# Quoted at random: 4 records from the list.
SMILES,D1 PAM,D1 antag,D2 PAM,Glioma ERSR ind,Vif-APOBEC3G blk,RXFP1 ag,Vif-A3F inh,D1 ag,RXFP1 antag
Cc1ccc(-c2nn3c(-c4ccc(C)cc4)nnc3c3ccccc23)cc1,-6,9,2,0%,4%,?,4%,-1,1
COc1cc(NC(=O)c2ccccc2)c(OC)cc1NC(=O)Cc1ccc(Br)cc1,-9,16,-9,-7%,3%,0.2%,10%,3,-13
COc1ccc(C(=O)Nc2ccc(F)cc2F)cc1OC,-6,2,9,8%,-3%,0.9%,2%,0,-8
COc1ccc2nc(SCC(=O)c3ccco3)[nH]c2c1,-2,-26,12,1%,0%,-2.6%,1%,0,17

# An excerpt from above in order of their number in RXFP1 ag, rising:
structure | RXFP1 ag
COC(=O)c1cc(NC(=O)c2ccc3c(c2)N(Cc2cccc(Cl)c2)C(=O)c2ccccc2S3=O)cc(C(=O)OC)c1 (configuration not stated) | -0.5%
CC1CCN(C(=O)CN2C(=O)c3ccccc3S2(=O)=O)CC1 | 0.0%
c1ccc(-c2nn3nnnc3c3ccccc23)cc1 | 0.8%
Cc1ccccc1C(=O)NNC(=O)c1ccc2nc[nH]c2c1 | 2.0%

# (cont.)
SMILES,D1 PAM,D1 antag,D2 PAM,Glioma ERSR ind,Vif-APOBEC3G blk,RXFP1 ag,Vif-A3F inh,D1 ag,RXFP1 antag
O=C(CSc1nc(=O)[nH]c2c1CCCC2)Nc1ccc(Cl)c(Cl)c1,4,nt,-2,0%,5%,0.9%,2%,-1,3
O=C(CN1C(=O)c2ccccc2C1=O)NCCc1c[nH]c2ccccc12,-1,-8,6,-6%,1%,3.1%,8%,0,-1
CCC(=O)N1c2ccc(S(=O)(=O)N3CCN(c4cc(C)ccc4C)CC3)cc2CC1C (configuration not stated),1,-1,-3,-1%,2%,4.7%,2%,1,-12
CSC1=C(C#N)C(c2ccc3c(c2)OCO3)C2=C(CCCC2=O)N1 (configuration not stated),2,27,-11,-1%,-4%,0.1%,-3%,-1,-6
COC(=O)N/N=C(\C)c1ccc2ccccc2c1OC(F)F,-9,-1,6,-1%,-8%,-0.6%,1%,-1,7
CCOC(=O)c1[nH]c(C)c(C(=O)NCc2ccc(OC)cc2)c1C,-1,1,18,-6%,-2%,0.6%,-5%,3,-12
O=C(CSC1=NS(=O)(=O)c2ccccc21)Nc1ccccc1,2,-3,-3,-5%,-3%,-1.6%,2%,4,-24
O=C(CCn1nc(-c2ccc(Cl)cc2)ccc1=O)N1CCN(c2ccccc2)CC1,-3,-12,-15,-4%,-3%,1.0%,-3%,1,-1
CCCCCOc1ccc(NC(=O)C(=O)NCCC2=CCCCC2)cc1,-1,-4,1,-5%,1%,-0.4%,0%,2,-16
N#CC1=C(N)Oc2ccccc2C12C(=O)Nc1n[nH]c(-c3ccccc3)c12 (configuration not stated),4,2,1,-6%,-3%,-0.4%,-11%,5,-5
Cc1ccc(OC(=O)CSc2nnc(CNC(=O)c3ccccc3)o2)cc1,-2,8,-2,-4%,-3%,8.1%,5%,-1,-9
COc1cc(CN(C(=O)c2ccco2)C2CCS(=O)(=O)C2)cc(OC)c1OC (configuration not stated),-1,9,0,-4%,0%,0.1%,4%,0,4
O=C(Nc1ccc2c(c1)OCCO2)C1CCCN1C(=O)Nc1ccc(F)cc1 (configuration not stated),-7,-29,16,-7%,-7%,6.0%,-3%,13,5
COc1ccc(C(=O)OCC(=O)c2ccc3[nH]c(=O)[nH]c3c2)c(OC)c1OC,nt,nt,nt,-2%,-9%,nt,0%,nt,1
COc1ccc([C@H]2C[C@@H](O)[C@H](n3cc(-c4ccc(F)cc4)nn3)CN2CC2CCCCC2)cc1,nt,nt,nt,-7%,1%,nt,-12%,nt,-9
O=C(CCS(=O)(=O)c1ccc2c(c1)NC(=O)CS2)NCc1cccs1,-2,-27,22,-4%,-2%,0.8%,-6%,2,10
COc1ccc(C2=C(C)C(=O)N(Cc3ccc(C(=O)NCc4ccc(C)cc4)cc3)S2(=O)=O)cc1,-7,-12,3,nt,nt,1.9%,nt,1,-9
COCCn1c(SCC(=O)NCc2ccc3c(c2)OCO3)nnc1-c1c[nH]c2ccccc12,9,8,-13,-2%,2%,0.9%,0%,-1,2
O=C(/C=C/c1ccc(Br)o1)Nc1nccs1,4,4,0,3%,5%,1.6%,-2%,0,-4
Cc1nnc(SCC(=O)N/N=C/c2cc(Cl)c(O)c(Cl)c2)s1,-6,6,-4,-5%,-1%,0.0%,-16%,2,-14

# Reprinted from above (three entries):
SMILES,D1 PAM,D1 antag,D2 PAM,Glioma ERSR ind,Vif-APOBEC3G blk,RXFP1 ag,Vif-A3F inh,D1 ag,RXFP1 antag
COc1ccc(C(=O)Nc2ccc(F)cc2F)cc1OC,-6,2,9,8%,-3%,0.9%,2%,0,-8
CC1CCN(C(=O)CN2C(=O)c3ccccc3S2(=O)=O)CC1,5,-6,-1,-11%,-3%,0.0%,-3%,3,-2
CCCCN(C(=O)c1ccc2c(c1)OCO2)C1CCS(=O)(=O)C1 (configuration not stated),2,9,2,-8%,-1%,-0.4%,4%,3,10

# An excerpt; count on the stated rates, not on these rows.
